Screening data (PubChem BioAssay)
Shiga inhibitor – A qHTS for Small Molecule Inhibitors of Shiga Toxin; hit rate 9.2% among 290,000; Vero cells, Shiga toxin protein synthesis inhibition reporter; AID 2315, 2010; inhibition, % at 38.7 µM; in the data active means inhibition mostly above about 28%, no sharp cut-off; inactive means mostly below about 43%; further: 0% is about no effect
Cycloheximide cs – Cycloheximide Counterscreen for Small Molecule Inhibitors of Shiga Toxin; cell reporter, cycloheximide protein synthesis inhibition counterscreen; max response, %; hit rate 12% among 300,000; in the data active means max response mostly above about 13%, no sharp cut-off; inactive means mostly below about 14%; further: read at 38.3 µM for the half of the compounds with a filed dose; 0% is about no effect
Tb PYK inh – qHTS of Trypanosoma Brucei Inhibitors; TbPYK enzyme, Kinase-Glo Plus ATP luminescence, 45 min; Potency, µM (top dose mostly 76.8 µM), without a hit: at the highest dose activity, negative = inhibition, hits mostly inhibitors; hit rate 0.12% among 410,000; further: potency means the concentration at half of the fitted maximal effect; on the % scale 0 is the no-effect control and ±100 the full control effect; nearly all actives have a fitted effect of over 50% in size
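Readout: single end-point luminescence (Kinase-Glo Plus, 10 min). Reaction conditions were TbPYK/substrate plus 130 uM ADP, 45 min at RT, pH 7.2 TEA buffer. No-enzyme wells served as controls, and data were normalized before concentration-response fitting.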
LmPK inh – qHTS Assay for Inhibitors of Leishmania Mexicana Pyruvate Kinase (LmPK); hit rate 0.37% among 290,000; Potency, µM (highest dose often 57.5 µM), inactives show top-dose activity change, negative = inhibition, actives largely listed as inhibitors; purified LmPK, Kinase-Glo ATP luminescence, 1 h; further: potency means the concentration at half of the fitted maximal effect; on the % scale 0 is the no-effect control and ±100 the full control effect
Target sequence (Q27686 whole entry, looked up): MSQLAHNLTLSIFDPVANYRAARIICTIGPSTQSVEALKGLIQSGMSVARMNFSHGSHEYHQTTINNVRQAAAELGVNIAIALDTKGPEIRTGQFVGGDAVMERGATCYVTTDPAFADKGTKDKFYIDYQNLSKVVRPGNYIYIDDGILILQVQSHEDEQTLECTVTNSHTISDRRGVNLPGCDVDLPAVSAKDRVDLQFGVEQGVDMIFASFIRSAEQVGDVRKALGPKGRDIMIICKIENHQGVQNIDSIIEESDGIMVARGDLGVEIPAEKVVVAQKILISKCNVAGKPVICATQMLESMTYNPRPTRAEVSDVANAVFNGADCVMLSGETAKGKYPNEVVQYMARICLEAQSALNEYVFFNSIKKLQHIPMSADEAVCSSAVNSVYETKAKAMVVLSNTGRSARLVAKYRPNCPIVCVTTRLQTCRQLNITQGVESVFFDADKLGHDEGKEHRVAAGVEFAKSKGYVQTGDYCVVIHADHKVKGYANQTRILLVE
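Screened at intermediate enzyme activity to detect both inhibitors and activators: LmPK at 0.1 nM, with a 0.5 nM enzyme column as activation reference. PEP 0.5 mM, ADP 0.1 mM; ATP detected by luminescence after 1 h.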
AMA1 RON2 block – qHTS for Inhibitors of AMA1-RON; Towards Development of Antimalarial Drug Lead: Primary Screen. Plasmodium falciparum AMA1 (3D7) - RON2 peptide interaction. AlphaScreen AMA1-biotinylated RON2 peptide binding. Potency, µM (highest dose often 58.2 µM), for inactives: at the top dose activity change, negative = inhibition, actives largely listed as inhibitors. hit rate 0.2% among 360,000;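 further: potency means the concentration at half of the fitted maximal effect; 0% = vehicle wells and -100% = peptide control; nearly all actives have a fitted effect of over 45% in size; some results filed as inactive show a strong effect at the top dose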
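AMA1 (3D7) with his tag at 25 nM final met compounds first, then biotinylated RON2 peptide at 25 nM; detection used donor plus acceptor beads, 10 µg/mL apiece, read by AlphaScreen after 30 min at room temperature.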
Pf growth 96h – Primary qHTS for delayed death inhibitors of the malarial parasite plastid, 96 hour incubation; P. falciparum luciferase reporter growth, 96 h; Potency, µM (titrated, usually from 28.7 µM), for the others: top-dose activity change, negative = inhibition, usual class: inhibitors; hit rate 6.9% among 320,000; AID 504834, 2011; further: potency means the concentration at half of the fitted maximal effect; on the % scale 0 is the no-effect control and ±100 the full control effect
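96 h incubation, 37 C, 5% CO2, of luciferase-reporter P. falciparum-infected RBCs (2% hematocrit, 0.05% parasitemia final) with test compounds; endpoint luminescence.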
Pf growth 48h – Primary qHTS for delayed death inhibitors of the malarial parasite plastid, 48 hour incubation | Potency, µM (highest dose often 28.7 µM), for the others: at the highest dose activity change, negative = inhibition, usual class: inhibitors | hit rate 5.9% among 310,000 | AID 504832, 2011 | P. falciparum luciferase growth in erythrocytes, 48 h; further: potency means the concentration at half of the fitted maximal effect; on the % scale 0 is the no-effect control and ±100 the full control effect
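Luciferase-expressing P. falciparum in infected erythrocytes (2% hematocrit, 0.1% parasitemia final) in RPMI 1640/0.5% Albumax were exposed to compound for 48 hours at 37 C, 5% CO2; growth read as luminescence.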
Active calls of the source: *; [ ] = another dose, or the depositor's remark. Unless noted, the call rests on the fitted dose curve; in most records, active means well fitted curve in the direction sought with a large enough effect; inconclusive means small, poorly fitted or top-dose-only effect, or another doubt; inactive means no such curve, though single readings can be large; an effect the other way counts as inactive or inconclusive.

For COc1ccc(C2(CCN=Cc3ccc(N(C)C)cc3)CCOC(C)(C)C2)cc1 (centres undefined) the results were Shiga inhibitor -2.6, Cycloheximide cs 1.1, Tb PYK inh -2.9%, LmPK inh -5.7%, AMA1 RON2 block -7.8%, Pf growth 96h inconclusive and Pf growth 48h inconclusive.
`Cc1cccc(-n2ncc3c2CCCC3NC(=O)CCN2Cc3ccccc3C2=O)c1C` (centres undefined) gave Shiga inhibitor 33.1, Cycloheximide cs 6.5, Tb PYK inh 7.8%, LmPK inh 1.8%, AMA1 RON2 block -10.6%, Pf growth 96h inconclusive and Pf growth 48h inconclusive.
CCCCOc1ccc(S(=O)(=O)N2CCN(c3ccc(N4CCN(CC)CC4)nn3)CC2)cc1 was read as Tb PYK inh -9.2%, AMA1 RON2 block -9.1%, Pf growth 96h inconclusive and Pf growth 48h 11.7µM*.
For COc1ccc(S(=O)(=O)NCC2CCCN(Cc3cccnc3)C2)cc1 (centres undefined) the results were Shiga inhibitor -1.9, Cycloheximide cs 2.4, Tb PYK inh 1.3%, LmPK inh 3.8%, AMA1 RON2 block -4.5%, Pf growth 96h -39.9% and Pf growth 48h -16.8%.
Screening CCc1ccc(NCc2nc3ccccc3c(=O)[nH]2)cc1 returned Shiga inhibitor 88.5*, Cycloheximide cs 25.3*, Tb PYK inh -9.3%, LmPK inh -6.8%, AMA1 RON2 block 36.6%[activator], Pf growth 96h -40.3% and Pf growth 48h -61.2%.
`N#Cc1nc(-c2ccccc2F)oc1NCc1ccccc1` gave Shiga inhibitor 25.8, Cycloheximide cs 18.1*, Tb PYK inh 2.3%, LmPK inh 8.0%, AMA1 RON2 block 0.0% and Pf growth 96h inconclusive.
CCOC(=O)c1c(NC(=O)CN(CC)CC)sc2c1CCN(C(=O)OCC)C2 was read as Shiga inhibitor -22.1, Cycloheximide cs -1.8, Tb PYK inh -4.4%, LmPK inh -2.5%, AMA1 RON2 block 36.6%[activator], Pf growth 96h 8.28µM* and Pf growth 48h 9.28µM*.
For COc1c(C)cc(C(=O)C2CCCN(C(=O)c3cccc(F)c3)C2)cc1C (centres undefined) the results were Shiga inhibitor -1.2, Cycloheximide cs -1.9, Tb PYK inh -3.1%, LmPK inh 0.2%, AMA1 RON2 block -5.3%, Pf growth 96h inconclusive and Pf growth 48h 17.7%.
For CCc1nnc(NC(=O)CCC(=O)N2CCN(Cc3ccc(Cl)cc3)CC2)s1 the results were Shiga inhibitor -15.5, Cycloheximide cs -4.0, Tb PYK inh -5.9%, LmPK inh -6.2%, AMA1 RON2 block -1.8% and Pf growth 48h inconclusive.
`O=[N+]([O-])c1cccc(-n2nnnc2CNCc2ccccc2)c1` gave Shiga inhibitor -12.4, Cycloheximide cs -2.8, Tb PYK inh 3.3%, LmPK inh 5.8%, AMA1 RON2 block 5.6%, Pf growth 96h -22.9% and Pf growth 48h 27.9%.
`Cc1cccc(N/N=C(\C=N\N)C(=O)c2ccc(Br)cc2)c1` gave Shiga inhibitor 20.7, Cycloheximide cs -2.5, LmPK inh 10.7%, Pf growth 96h -25.7% and Pf growth 48h 11.7µM*.
For N#C/C(=N/O)c1nc(-c2ccc(F)cc2)cs1 the results were Shiga inhibitor -8.3, Cycloheximide cs -3.1, Tb PYK inh -4.1%, LmPK inh -0.5%, AMA1 RON2 block 6.5%, Pf growth 96h -3.2% and Pf growth 48h 1.2%.
Screening COC(=O)c1cccc(N(C(=O)c2cnccn2)C(C(=O)NC2CCCCC2)c2cn(C)nc2C)c1 (centres undefined) returned Shiga inhibitor 39.9, Cycloheximide cs 8.7, Tb PYK inh 3.8%, LmPK inh 1.9%, AMA1 RON2 block 10.7%, Pf growth 96h 5.7% and Pf growth 48h -24.4%.
Cc1ccccc1N=CC=C1OC(C)(C)C(C)(C)O1 was read as Shiga inhibitor -8.8, Cycloheximide cs -1.1, Tb PYK inh -1.0%, LmPK inh 1.1%, AMA1 RON2 block 7.7%, Pf growth 96h 36.1%[activator] and Pf growth 48h 8.28µM*.
Screening O=C(CN1C(=O)C2C3c4ccccc4C(c4ccccc43)C2C1=O)N1CCOCC1 (centres undefined) returned Shiga inhibitor 12.5, Cycloheximide cs 2.3, Tb PYK inh -8.0%, LmPK inh 0.2%, AMA1 RON2 block -5.6%, Pf growth 96h -23.4% and Pf growth 48h 39.1%[activator].
Screening CCOC(=O)N1CCN(C(=O)CCc2nc3sc4c(c3c(=O)[nH]2)CCCC4)CC1 returned Shiga inhibitor -1.6, Cycloheximide cs 0.2, Tb PYK inh 0.2%, LmPK inh 1.2%, AMA1 RON2 block 3.9%, Pf growth 96h 12.1% and Pf growth 48h 0.2%.
For CC1(C)CC(NS(=O)(=O)OCC(Cl)(Cl)Cl)c2cc(C#N)ccc2O1 (centres undefined) the results were Shiga inhibitor -3.4, Cycloheximide cs -3.4, Tb PYK inh -22.1%, LmPK inh -1.3%, AMA1 RON2 block 8.3%, Pf growth 96h inconclusive and Pf growth 48h 21.9%.
CC(=O)NCCC(=O)NCC1(N(C)Cc2ccccc2)Cc2ccccc2C1 was read as Shiga inhibitor -6.2, Cycloheximide cs -3.9, Tb PYK inh -2.6%, LmPK inh -8.7%, AMA1 RON2 block -1.5%, Pf growth 96h 7.6% and Pf growth 48h -3.8%.
For CC(=O)Nc1nc2ccc(C(=O)NC3CCCCC3)cc2s1 the results were Shiga inhibitor 23.0, Cycloheximide cs 9.0, Tb PYK inh -7.4%, LmPK inh 6.7%, AMA1 RON2 block 6.7%, Pf growth 96h 11.1% and Pf growth 48h inconclusive.
For CN(Cc1cn(C)c2ccccc12)C(=S)Nc1cc(F)cc(F)c1 the results were Shiga inhibitor -5.0, Cycloheximide cs -2.7, Tb PYK inh 5.3%, LmPK inh -1.1%, AMA1 RON2 block inconclusive, Pf growth 96h -11.3% and Pf growth 48h 11.7µM*.
Screening CC(=O)C1=C(O)C(=O)N(c2ccc(Br)cc2)C1c1ccc(Br)cc1 (centres undefined) returned Shiga inhibitor 10.1, Cycloheximide cs 1.5, Tb PYK inh 3.1%, LmPK inh -2.1%, AMA1 RON2 block -6.5%, Pf growth 96h inconclusive and Pf growth 48h 25.0%.
`Cc1ccc(-c2cc(-c3ccccc3)nc(Cl)n2)cc1` gave Shiga inhibitor 127.9*, Cycloheximide cs 46.2*, Tb PYK inh 0.1%, LmPK inh -6.5%, AMA1 RON2 block 35.9%[activator], Pf growth 96h 0.0% and Pf growth 48h -2.9%.
For COc1ccccc1NC(=S)N1CCNC(=O)C1CC(=O)Nc1cccc(C)c1 (centres undefined) the results were Shiga inhibitor -5.3, Cycloheximide cs 6.3, Tb PYK inh 12.7%, LmPK inh 2.5%, AMA1 RON2 block 5.0%, Pf growth 96h -10.0% and Pf growth 48h -9.1%.
Cc1cc(C)cc(OC2CCCCC2NS(=O)(=O)c2ccccc2)c1 (centres undefined) was read as Shiga inhibitor 9.2, Cycloheximide cs -0.5, Tb PYK inh 3.4%, LmPK inh 5.0%, AMA1 RON2 block 1.1%, Pf growth 96h inconclusive and Pf growth 48h inconclusive.
`O=C(c1cccc(F)c1)N1CCN(S(=O)(=O)c2ccc(C(F)(F)F)cc2)CC1` gave Shiga inhibitor -11.6, Cycloheximide cs -6.7, Tb PYK inh -0.3%, LmPK inh 0.4%, AMA1 RON2 block -6.6%, Pf growth 96h inconclusive and Pf growth 48h -23.4%.
Screening O=C(c1ccc(Cn2cc(Cl)c([N+](=O)[O-])n2)cc1)N1CCN(Cc2ccccc2)CC1 returned Shiga inhibitor 23.8, Cycloheximide cs 1.0, Tb PYK inh -4.8%, LmPK inh 1.1%, AMA1 RON2 block -18.3%, Pf growth 96h 66.4%[activator] and Pf growth 48h 31.7%[activator].
Screening O=C1NC(=S)SC1=C1CCCC1 returned Shiga inhibitor -5.2, Cycloheximide cs -6.5, Tb PYK inh -20.2%, LmPK inh 2.1%, AMA1 RON2 block inconclusive and Pf growth 96h 213.2%[activator].
Screening COCCn1nnnc1C(c1cc2cc(OC)c(OC)cc2[nH]c1=O)N1CCN(c2ccc(O)cc2)CC1 (centres undefined) returned Shiga inhibitor -14.7, Cycloheximide cs 1.0, Tb PYK inh inconclusive, LmPK inh -3.5%, AMA1 RON2 block -17.2%, Pf growth 96h inconclusive and Pf growth 48h 52.4%[activator].
Screening Cc1nc2nc(C)c(CCC(=O)NCCC3=CCCCC3)c(C)n2n1 returned Shiga inhibitor -5.3, Cycloheximide cs 14.9, Tb PYK inh 0.9%, LmPK inh -0.8%, AMA1 RON2 block -11.3%, Pf growth 96h -28.8% and Pf growth 48h 9.9%.
`Cc1cc(=O)n(-c2ccc(O)cc2)[nH]1` gave Shiga inhibitor -5.4, Cycloheximide cs -2.2, Tb PYK inh -8.9%, LmPK inh -4.6%, AMA1 RON2 block -0.6%, Pf growth 96h -7.7% and Pf growth 48h 35.0%[activator].
Screening CCC(=O)c1ccc(OCC(O)Cn2nc(C)cc2C)cc1 (centres undefined) returned Shiga inhibitor 22.3, Cycloheximide cs 10.1, Tb PYK inh -6.4%, LmPK inh -1.4%, AMA1 RON2 block 4.2%, Pf growth 96h -12.7% and Pf growth 48h -9.6%.
`CN1CCN(CCCNC(=O)Nc2ccc([N+](=O)[O-])cc2)CC1` gave Shiga inhibitor 8.8, Cycloheximide cs -2.6, Tb PYK inh 19.7%, LmPK inh 1.6%, AMA1 RON2 block 31.2%[activator], Pf growth 96h -16.8% and Pf growth 48h 2.6%[0.00184 µM].
Screening COc1ccc(C2Nc3ccccc3C(=O)N2Cc2ccccc2)cc1COc1ccccn1 (centres undefined) returned Shiga inhibitor -12.6, Cycloheximide cs -3.5, Tb PYK inh -5.6%, LmPK inh -0.2%, AMA1 RON2 block -0.6%, Pf growth 96h inconclusive and Pf growth 48h inconclusive.
Screening COc1ccc(Cl)cc1-c1nc(-c2ccncc2)no1 returned Shiga inhibitor 21.0, Cycloheximide cs 1.7, Tb PYK inh 2.2%, LmPK inh -1.1%, AMA1 RON2 block 9.5%, Pf growth 96h 0.7% and Pf growth 48h 9.4%.
For Cc1cc(Br)ccc1OCC(=O)NNC(=O)CCc1ccccc1 the results were Shiga inhibitor -7.4, Cycloheximide cs 1.1, Tb PYK inh 25.4%, LmPK inh -5.3%, AMA1 RON2 block 82.5%[activator], Pf growth 96h 0.9% and Pf growth 48h -3.0%.
For COc1cccc(NC(=O)c2nn(C34CC5CC(CC(C5)C3)C4)cc2[N+](=O)[O-])c1 the results were Shiga inhibitor 28.3, Cycloheximide cs 13.1, Tb PYK inh 4.6%, LmPK inh 4.7%, AMA1 RON2 block 2.0%, Pf growth 96h 8.28µM* and Pf growth 48h inconclusive.

Rows were taken by chance. About 21% of those tested had a hit in this group.
